# ALOX15B inhib: qHTS Assay for Inhibitors of 15-hLO-2 (15-human lipoxygenase 2). Polyunsaturated fatty acid lipoxygenase ALOX15B (Homo sapiens), O15296. purified 15hLO-2, xylenol orange hydroperoxide absorbance. Potency, µM (doses to about 57.1 µM), without a hit: top-dose activity change, negative = inhibition, hits mostly inhibitors. hit rate 0.56% among 110,000; further: potency means the concentration at half of the fitted maximal effect; nearly all actives have a fitted effect of over 60% in size; many of its hits are not listed in these tables
# Target sequence (O15296 whole entry, looked up): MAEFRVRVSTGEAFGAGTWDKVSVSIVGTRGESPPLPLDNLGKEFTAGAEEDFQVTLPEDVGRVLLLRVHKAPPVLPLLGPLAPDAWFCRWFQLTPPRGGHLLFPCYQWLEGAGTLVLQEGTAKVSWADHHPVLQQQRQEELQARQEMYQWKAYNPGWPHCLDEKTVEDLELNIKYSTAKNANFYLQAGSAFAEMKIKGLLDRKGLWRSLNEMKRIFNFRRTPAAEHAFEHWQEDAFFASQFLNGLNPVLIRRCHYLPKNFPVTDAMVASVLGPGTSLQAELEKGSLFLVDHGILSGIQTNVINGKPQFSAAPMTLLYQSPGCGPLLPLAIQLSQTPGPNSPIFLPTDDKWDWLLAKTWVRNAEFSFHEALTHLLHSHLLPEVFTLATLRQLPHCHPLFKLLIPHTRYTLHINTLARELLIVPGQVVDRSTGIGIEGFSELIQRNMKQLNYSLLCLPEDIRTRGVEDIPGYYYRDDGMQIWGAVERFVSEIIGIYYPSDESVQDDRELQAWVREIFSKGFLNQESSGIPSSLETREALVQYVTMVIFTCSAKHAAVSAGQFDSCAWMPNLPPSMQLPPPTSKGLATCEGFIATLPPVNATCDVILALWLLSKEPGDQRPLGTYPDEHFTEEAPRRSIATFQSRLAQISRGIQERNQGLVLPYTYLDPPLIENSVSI
#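 Purified human 15hLO-2 (50 nM) preincubated 15 min with compound, then 45 uM arachidonic acid for 90 min at RT in 25 mM Hepes pH 7.5, 0.01% Triton X-100. Hydroperoxide detected by Fe-xylenol orange; 573/405 nm absorbance ratio.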
# ALOX12 inhib: qHTS Assay for Inhibitors of 12-hLO (12-human lipoxygenase); Potency, µM (titrated, usually from 57.1 µM), without a hit: at the top dose activity change, negative = inhibition, most hits filed as inhibitors; hit rate 0.12% among 150,000; purified 12-hLO, xylenol orange hydroperoxide absorbance; Polyunsaturated fatty acid lipoxygenase ALOX12 (Homo sapiens), P18054; further: potency means the concentration at half of the fitted maximal effect; nearly all actives have a fitted effect of over 55% in size; many of its hits are not listed in these tables
#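 Purified human 12hLO (150 nM), preincubated 15 min with compound, then 40 uM arachidonic acid for 30 min, room temperature, Hepes pH 7.0 with 0.01% Triton X-100. Hydroperoxide detected by ferrous iron/xylenol orange; 573/405 nm absorbance ratio gives reaction progress.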
# PNC assembly inh: High Content Assay for Compounds that inhibit the Assembly of the Perinucleolar Compartment; PC3M PTB-GFP, PNC prevalence imaging, 16 h; active compounds read low; activity change (PNC), negative = inhibition, % at 10 µM; hit rate 3.1% among 140,000; AID 2417, 2010;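 active means readout at or below -70, meaning at least 70% loss of cells showing the perinucleolar compartment, a nuclear body marking cancer cells; inconclusive means readout between -30 and a set limit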;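 further: plate controls were DMSO wells for no effect and camptothecin positive control wells for full effect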
#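 Read-out is percentage of cells bearing a perinucleolar compartment, from automated 20x imaging of fixed, Hoechst-stained PC3M PTB-GFP cells. Cells were seeded 4 h, then exposed 16 h to compound (23 nl of library stock) in duplicate plates.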
# IMPase cell inh: qHTS Assay for Identifying the Cell-Membrane Permeable IMPase Inhibitors. CHO-M1 cells, IP1 accumulation, HTRF TR-FRET ratio. 120,000 tested, under 10 active. Inositol monophosphatase 1 (Rattus norvegicus), P97697. inhibition (IP1 accumulation), % at 46.1 µM; active means well fitted curve in the direction sought with a large enough effect in the signal ratio, not every such curve was filed as active; inconclusive means small, poorly fitted or top-dose-only effect, or a change in a side signal; inactive means no such curve, though single readings can be large or run the other way; the % refers to the signal ratio;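 further: cells stimulated with carbachol in lithium chloride buffer; plate controls were DMSO basal wells for no effect and reference inhibitor wells for full effect; higher means more IMPase inhibition seen as more IP1 and lower FRET ratio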
# Target sequence (P97697 whole entry, looked up): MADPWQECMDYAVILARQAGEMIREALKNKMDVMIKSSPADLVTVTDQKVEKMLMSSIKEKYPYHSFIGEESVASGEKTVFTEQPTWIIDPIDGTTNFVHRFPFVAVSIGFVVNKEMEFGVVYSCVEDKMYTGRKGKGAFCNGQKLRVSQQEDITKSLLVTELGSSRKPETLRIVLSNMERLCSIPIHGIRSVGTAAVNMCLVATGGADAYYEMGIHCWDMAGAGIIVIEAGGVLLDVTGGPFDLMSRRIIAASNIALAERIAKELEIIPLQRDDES
#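 Cellular IMPase inhibition is scored as a rise in cytosolic IP1, detected by competitive TR-FRET between d2-labelled IP1 and a europium anti-IP1 antibody. M1-expressing CHO cells were stimulated with carbachol for 30 min at 37C, with lithium (50 mM LiCl) present in the buffer.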
# Starred values were filed as active, the others as inactive; ? = inconclusive; · = no result given; & = joins results of further samples; [ ] = remark or other dose. Unless noted, the call rests on the fitted dose curve; in most records, active means well fitted curve in the direction sought with a large enough effect; inconclusive means small, poorly fitted or top-dose-only effect, or another doubt; inactive means no such curve, though single readings can be large; an effect the other way counts as inactive or inconclusive. Unless noted, on the % scale 0 is the no-effect control and ±100 the full control effect. Some of the compounds tested. The share of hits here may be higher or lower than overall.
SMILES,ALOX15B inhib,ALOX12 inhib,PNC assembly inh,IMPase cell inh
COC1=CC(=O)OC(CCc2ccccc2)C1 (centres undefined),-9.9%,-7.1%,·,·
N[C@@]1(C(=O)O)CC[C@H](C(=O)O)C1,12.3%&16.4%&14.0%,-4.2%&-2.9%&-0.8%,·,6.4&0.7&-2.1
Cc1ccc(C2SCC(=O)Nc3c2c(=O)[nH]n3C2CCOC(C)(C)C2)cc1 (centres undefined),1.8%[11.4 µM],-2.3%,?,18.2[1.84 µM]
CC(=O)Nc1ccc(C(=O)OCC(=O)Nc2ccc(Cl)cc2C(=O)c2ccccc2)cc1,·,1.5%,?,·
CCCN(C/C=C\I)[C@@H]1CCc2ccc(O)cc2C1,20.4%,-5.1%,·,15.6
Nc1c(C(=O)NCCN2CCOCC2)c2nc3ccccc3nc2n1Cc1ccco1,-7.2%,-7.7%,?,-14.9
Cc1ccc(N)c(C)c1,6.5%,-2.4%,·,·
Cc1c(C(=O)c2cccc3ccccc23)c2cccc3c2n1[C@@H](CN1CCOCC1)CO3,14.5%[0.0915 µM],-0.5%[0.00818 µM],·,·
NC[C@@H](Cc1ccccc1)P(=O)(O)O,-0.5%[11.4 µM],6.1%[11.4 µM],·,·
CCOC(=O)c1c(N)n(CCN2CCOCC2)c2nc3ccccc3nc12,-16.2%,-5.5%,-21.1,1.3
O=C(Nc1ccc2c(c1)OCO2)c1cn(Cc2ccc(F)cc2)nn1,-9.2%,-9.6%,6.2,?
CC(=O)N(C1=NCCCS1)c1ccc(F)cc1,2.5%,3.9%,-25.7,-4.8
CC(=O)N1CCN(c2ccc(OCC3CO[C@@](Cn4ccnc4)(c4ccc(Cl)cc4Cl)O3)cc2)CC1 (some centres undefined),42.8%[activator],-5.9%,·,·
CC(C)c1oc(=O)cc2c1[C@@H](O)[C@H]1OC(=O)[C@@]3(C)CC[C@@H](O)[C@@]2(C)C13 (some centres undefined),·,-3.8%,74.1,·
Cc1nc2cc(-c3ccccc3)nn2c(C)c1CCC(=O)N1CCC2(CC1)OCCO2,1.5%,0.1%,12.9,1.9
C[C@H]1CC[C@@]2(NC1)O[C@@H]1C[C@@H]3[C@@H]4CC=C5C[C@@H](O)CC[C@]5(C)[C@@H]4CC[C@]3(C)[C@H]1[C@@H]2C,-4.9%[11.4 µM],9.7%[11.4 µM],·,·
N#Cc1c(Cl)cccc1Cl,-2.0%,-2.1%,·,·
COc1ccc(C=O)cc1OC,-11.1%,-5.7%,·,·
COC1=CC(=O)O[C@@H](/C=C\c2ccccc2)C1,7.3%[25.6 µM],-0.2%[25.6 µM],·,-4.3[20.6 µM]
CCOc1cc(CNC(C)C(O)c2ccccc2)cc(Cl)c1OCC (centres undefined),·,-14.8%,-15.7,·
CCOCCOC(C)=O,-5.4%,-1.4%,·,·
O=Cc1ccc2c(c1)OCO2,-15.0%,2.5%,·,·
CCOc1ccc(Oc2nc(NCC(C)C)nc(N(C)C)n2)nn1,10.0%,-5.5%,-23.9,?
CCn1c(O)c(C=Nc2ccc(N3CCOCC3)c(Br)c2)c(=O)n(CC)c1=S,-20.9%,-4.5%,64.4,4.0
Cc1ccc(N2C(=O)NC(=O)C3(Cc4ccccc4N4CCCC43)C2=O)cc1 (centres undefined),·,-4.0%,-6.4,-0.3
c1csc(CN2CC3(CCNCC3)C2)n1,5.6%,4.9%,·,·
CCC(=NCc1cccnc1)c1c(O)n(C2CCCCC2)c(=O)[nH]c1=O,-5.7%,0.2%,-13.7,1.5
Cn1c(O)c(C=NCCCN2CCCC2=O)c(=O)n(C)c1=O,-1.6%,-2.1%,-17.1,14.7
C=C[C@H]1CN2CC[C@@H]1C[C@H]2[C@@H](O)c1ccnc2ccccc12,16.0%&10.9%[25.6 µM],1.0%&8.9%[25.6 µM],·,6.8&-2.5[20.6 µM]
C[N+]1=C2CCCCCN2C(O)(c2ccccc2)C1 (centres undefined),?,-4.4%,35.2,-2.7
CCN(CC)CCCN=Cc1c(O)n(-c2cccc(C)c2C)c(=O)[nH]c1=O,-0.9%,-2.3%,19.0,4.8
COc1ccc(N)cc1,-13.9%&-0.2%,2.2%&-0.8%,·,·
O=C(O)c1nn(Cc2ccc(Cl)cc2Cl)c2ccccc12,-6.2%,3.7%,·,3.5
NC(=S)Nc1ccccc1,2.2%&-6.1%,0.0%&1.8%,·,·
CC1(C)CC(=O)C=C(NCCN2CCN(C(=O)Cc3ccc(Cl)cc3)CC2)C1,2.6%,-5.4%,19.4,8.1
CCN(CC)c1ccc(/C=C2/C(=O)NC(=O)N(CC3CCCO3)C2=O)cc1 (centres undefined),-8.9%,-3.8%,59.5,-3.6
CCCCn1c(=O)c(C=Nc2cc([N+](=O)[O-])ccc2OC)c(O)n(CCCCl)c1=O,·,0.3%,?,·
CCCCCCCCCCCCCCCC[N+](C)(C)C,8.8%,18.7%,·,·
CCOc1ccc(-n2c(=O)c3c4c(sc3n(CC(=O)NCc3ccco3)c2=O)CCC4)cc1,?,-3.2%,-19.3,2.0
C=CCN1C(=O)C2(C(C(=O)OCC)=C(N)Oc3c2c(=O)oc2ccccc32)c2ccccc21 (centres undefined),-29.6%,-3.7%,-27.8,-2.8

# Single values from the list:
# Under IMPase cell inh, C[N+]1=C2CCCCCN2C(O)(c2ccccc2)C1 (centres undefined) shows -2.7
# Under ALOX12 inhib, CCOCCOC(C)=O shows -1.4%
# Under ALOX15B inhib, CCCCCCCCCCCCCCCC[N+](C)(C)C shows 8.8%

# More results follow:
SMILES,ALOX15B inhib,ALOX12 inhib,PNC assembly inh,IMPase cell inh
CCCS(=O)(=O)N1CCCC(C(=O)N2CCC3(CC2)OCCO3)C1 (centres undefined),-1.0%,-1.8%,39.9,4.8
NC(=O)CS(=O)C(c1ccccc1)c1ccccc1 (centres undefined),3.0%,-1.5%,·,·
O=C(COC(=O)Cc1ccccc1)NC12CC3CC(CC(C3)C1)C2,-5.1%,6.0%,9.9,1.6
CCN1CCN(P2(=O)C=C(c3ccccc3)OC(c3ccccc3)=C2)CC1,33.5%[activator],-0.1%,-28.6,-12.3
CCC(=NC1CC1)c1c(O)n(C2CCCCC2)c(=O)[nH]c1=O,-3.3%[11.4 µM],-3.0%,-21.0,6.7[1.84 µM]
C=Cn1ccnc1P(=S)(c1ccc(N(C)C)cc1)c1nccn1C=C,11.5%,2.7%,95.0,9.2
c1ccc(C2N3CCCN23)cc1 (centres undefined),3.2%,-2.5%,?,3.0
COc1ccc(/C=C2/C(=O)N(Cc3ccco3)C(=O)N(C(C)C)C2=O)cc1,·,-4.0%,4.0,·
CC(C)=CCC12CN3CCN(CC(C3)C1=O)C2,-4.9%,1.6%,-87.8*,1.4
CN1[C@H](CC(=O)c2ccccc2)CCC[C@H]1C[C@@H](O)c1ccccc1,-0.7%,-2.5%,·,4.6
N#CC(Cl)(Cl)Cl,6.1%,2.0%,·,·
CC(C)NC(=O)N1CCC2(CC1)CCN(C(=O)Oc1ccccc1)CC2,0.1%,3.6%,·,·
C[C@@]1([C@@H](NP(=O)(c2ccccc2)c2ccccc2)c2ccccc2)C[C@H]1CCO,-1.5%,-1.9%&0.0%,40.8,·
CN(C)C(Cc1ccc(C#N)cc1)C(=O)c1ccccc1 (centres undefined),·,-6.9%,?,7.9
CCOc1ccccc1-n1c(O)c(C=NCc2ccc3c(c2)OCO3)c(=O)[nH]c1=O,8.9%,-5.0%,-16.6,1.6
Cc1cccc(NP(C)(=O)c2nc3c(s2)CCCC3)c1 (centres undefined),·,-2.9%,59.3,·
CC(=O)OC1N=C(c2ccccc2)c2ccccc2NC1=O (centres undefined),4.7%,-3.3%,-17.4,-0.1
CN(C)CCN(C)CCc1ccc(Cl)c(Cl)c1,18.9%,1.2%,·,3.6
COc1ccccc1N(CC(=O)NC1CCCCC1)C(=O)c1cnn(C(C)C)c1,·,-1.9%,212.5,2.7
O=C(C1CCN(c2nc3ccc(Br)cc3s2)CC1)N1CCC2(CC1)OCCO2,8.0%,-1.3%,-25.7,10.3
CC1=NN=C(c2ccc(N)cc2)c2cc3c(cc2C1)OCO3,-20.3%&-10.3%,-3.7%&-6.3%,·,-0.6&6.2
Cl.Cl.Cl.Cl.Cl.Cl.N.N.N.N.NNNNN.NNNNN.O.O.[Ru].[Ru].[Ru],16.1%,?,·,6.7
Cc1c(NC(=O)C(C)OC(=O)Cc2ccccc2)c(=O)n(-c2ccccc2)n1C (centres undefined),-2.8%,0.7%,34.6,-3.8
CN[C@@H]1C[C@@H](c2ccc(Cl)c(Cl)c2)c2ccccc21,33.6%[activator],-6.8%,·,10.6
CC(C)c1ccc(N2C(=O)NC(=O)/C(=C/C=C/c3ccco3)C2=O)cc1,·,-26.1%,19.2,·
CCCNS(=O)(=O)c1ccc(OCC(=O)N2CCN(C)CC2)cc1,·,-2.6%,260.6,-4.7
COC1C(O)C(C)O[C@@H](OC2CC[C@@]3(C)C4CC[C@]5(C)C(C6=CC(=O)OC6)CC[C@@]5(O)C4CC[C@@H]3C2)C1O (some centres undefined),-4.8%,-3.0%,·,·
O=P(Nc1cccnc1)(Oc1ccccc1)Oc1ccccc1,·,-2.0%,?,·
Cc1ccc(C)c(NC(=O)CSc2nnc([C@@H](N)Cc3c[nH]c4ccccc34)o2)c1,16.1%,-5.3%,2.7,-3.6
CN1CCC(c2c[nH]c3ccc(O)cc23)CC1,6.6%&-4.2%,2.7%&2.3%,·,13.2&3.9
CC(=NCCCN1CCOCC1)c1c(O)[nH]c(=O)[nH]c1=O,-4.9%,-4.2%,?,-0.5
Cc1ccc2occ(CN3CC4CC(C3)c3cccc(=O)n3C4)c(=O)c2c1 (centres undefined),-0.5%,-3.2%,-19.9,9.8
COc1nc(NC(C)C)nc(NC(C)C)n1,-0.9%&6.6%,-3.3%&-5.1%,-17.2,1.6
C/C(=N\N1CCCCCC1)c1c(O)n(-c2ccc(C)cc2)c(=O)[nH]c1=O,·,3.5%,?,·
c1cc2c(cc1CCNC1C3CC4CC(C3)CC1C4)OCO2 (centres undefined),·,-4.3%,11.3,10.7
c1cnc(N2CC[C@@]3(CCCNC3)C2)nc1,10.4%,0.6%,·,·
CCCC(=O)Nc1ccc(N2CCN(CC)CC2)c(Cl)c1,4.2%,13.4%,61.3,3.6
COc1ccc2c(c1)[C@]13CCCC[C@@H]1[C@H](C2)N(C)CC3,16.6%,-4.9%,·,10.7
O=C1CCCC2C3CCCN4CCCC(CN12)C34 (centres undefined),5.6%,3.6%,-5.4,2.1
Cn1ncnc2c(=O)n(C)c(=O)nc1-2,-25.4%,-22.3%,?,4.6
O=c1c2ccccc2nc(/C=C/c2ccc3c(c2)OCO3)n1-c1ccccc1,·,-5.4%,-18.5,23.9
Oc1c(Cl)cccc1Cl,1.6%,-1.9%,·,·
Clc1ccccc1CN1CCN(c2ccccc2)CC1,-10.1%,-2.4%,16.6,8.5
Cc1c(C(=O)N2CCC3(CC2)OCCO3)sc2ncnc(N3CCN(c4ccccn4)CC3)c12,4.4%,6.0%,25.3,7.4
CN1CCN(C(=O)COc2ccc3ccccc3c2Br)CC1,20.5%,3.9%,?,-9.3
COC(=O)[C@@]1(Cc2ccccc2)[C@H]2c3cc(C(=O)N(C)C)n(C)c3C[C@H]2CN1C(=O)c1ccccc1,-5.3%,-0.3%,·,·

# Assay outcomes (PubChem)
